# GLP-1R agonist: agonists of human GLP-1 receptor. P43220. HEK293 GLP-1R CRE-luciferase, luminescence, 4-6 h; cells express a hypersensitive GLP-1R form. Potency, µM (titrated, usually from 45.6 µM), without a hit: at the highest dose activation, most hits filed as activators. hit rate 0.007% among 380,000. AID 624172; further: potency means the concentration at half of the fitted maximal effect; % of control where 0% means no effect
# Target sequence (P43220 whole entry, looked up): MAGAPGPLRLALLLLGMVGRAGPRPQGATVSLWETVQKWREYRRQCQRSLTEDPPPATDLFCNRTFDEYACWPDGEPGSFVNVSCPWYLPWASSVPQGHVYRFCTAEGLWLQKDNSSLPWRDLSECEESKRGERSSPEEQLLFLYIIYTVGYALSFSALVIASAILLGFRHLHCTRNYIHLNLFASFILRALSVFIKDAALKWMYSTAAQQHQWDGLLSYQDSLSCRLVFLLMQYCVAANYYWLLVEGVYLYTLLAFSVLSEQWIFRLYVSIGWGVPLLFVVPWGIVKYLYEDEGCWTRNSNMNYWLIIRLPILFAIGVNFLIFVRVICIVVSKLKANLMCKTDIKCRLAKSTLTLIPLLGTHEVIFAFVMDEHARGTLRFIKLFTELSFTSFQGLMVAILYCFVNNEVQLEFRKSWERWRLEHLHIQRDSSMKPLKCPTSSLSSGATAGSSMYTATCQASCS
# IL2 activator: activates IL-2 in a cell-based reporter assay | IL-2 activation reporter assay, cell-based qHTS; stimulated with anti-CD3/CD4/CD28 beads; in transgenic mouse T cells | activation, % (series mostly up to about 46 µM) | hit rate 0.065% among 360,000 | AID 652025; in the data active means activation above about 50%; inconclusive means mostly about 30% to 49%; further: 0% is about no effect
#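 Readout: EGFP and DsRed signals by fluorescent plate cytometry. Unstimulated transgenic mouse T cells received compound 60 min before antibody-bead stimulation, then incubated 18 h at 37 degrees C.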
# DRD3 antagonist: D3 dopamine receptor (human) antagonism. P35462. D3R cells, DiscoveRx beta-arrestin luminescence, antagonist mode; active compounds read low. max response, negative = inhibition, %. hit rate 2.5% among 360,000; in the data active means max response below about -50%; inconclusive means no clear call, values can overlap the other calls; further: on the % scale 0 is the no-effect control and ±100 the full control effect; mostly tested at two doses, the higher about 12 µM
#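 Cells expressing the human receptor were seeded at 1500 cells/well, incubated overnight at 37 degrees C in 5% CO2, then exposed to library compounds with dopamine controls for 90 minutes at 37 degrees C before luminescent detection.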
# GLP-1R inv ag: GLP-1 receptor (human) inverse agonism; P43220; HEK293 GLP-1R CRE-luciferase, luminescence, 24 h; GLP-1R form is constitutively active; Potency, µM (titrated, usually from 38.3 µM), inactives show top-dose activity change, negative = inhibition, actives largely listed as inhibitors; hit rate 1.6% among 410,000; AID 624417; further: potency means the concentration at half of the fitted maximal effect; on the % scale 0 is the no-effect control and ±100 the full control effect; nearly all actives have a fitted effect of over 55% in size
#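 Assay principle: reduced luminescence from a cAMP-responsive reporter in HEK293 cells co-expressing a constitutively active GLP-1R. Conditions: 24 hr compound incubation, 37 deg C, 5% CO2.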
# PLK1 PBD inh: PLK1 (human) polo-box domain binding inhibition. P53350. Plk1 PBD binding of FITC phosphopeptide, fluorescence polarization. Potency, µM, for inactives: max response, negative = inhibition, hits mostly inhibitors. hit rate 2.8% among 360,000. AID 720504; further: potency means the concentration at half of the fitted maximal effect; series mostly up to about 57 µM; on the % scale 0 is the no-effect control and ±100 the full control effect; nearly all actives have a fitted effect of over 65% in size
# Target sequence (P53350 whole entry, looked up, the tested form may be a part): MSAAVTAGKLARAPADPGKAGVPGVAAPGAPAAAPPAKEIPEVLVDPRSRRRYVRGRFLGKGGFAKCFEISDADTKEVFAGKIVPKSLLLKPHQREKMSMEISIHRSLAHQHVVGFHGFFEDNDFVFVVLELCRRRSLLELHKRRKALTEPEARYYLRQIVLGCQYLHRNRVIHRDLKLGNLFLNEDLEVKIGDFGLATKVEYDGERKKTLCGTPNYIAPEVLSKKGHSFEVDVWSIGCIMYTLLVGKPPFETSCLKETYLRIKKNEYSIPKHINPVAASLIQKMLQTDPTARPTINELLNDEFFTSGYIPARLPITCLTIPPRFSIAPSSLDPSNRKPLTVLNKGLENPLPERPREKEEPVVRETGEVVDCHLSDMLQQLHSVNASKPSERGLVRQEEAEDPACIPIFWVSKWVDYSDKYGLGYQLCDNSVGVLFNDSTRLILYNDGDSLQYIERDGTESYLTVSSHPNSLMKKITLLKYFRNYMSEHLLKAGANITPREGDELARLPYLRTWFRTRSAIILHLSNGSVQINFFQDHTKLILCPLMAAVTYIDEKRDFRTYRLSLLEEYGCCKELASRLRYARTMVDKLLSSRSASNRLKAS
# WRN helicase inh: inhibitors of human WRN helicase; Potency, µM (titrated, usually from 114 µM), for the others: at the highest dose activity change, negative = inhibition, hits mostly inhibitors; Q14191; hit rate 0.46% among 360,000; WRN helicase unwinding, fluorescent forked duplex, kinetic; further: potency means the concentration at half of the fitted maximal effect; on the % scale 0 is the no-effect control and ±100 the full control effect; nearly all actives have a fitted effect of over 55% in size
#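 Kinetic red-fluorescence monitoring (525/598 nm) tracks WRN helicase activity after 100 nM fluorophore-quencher forked duplex and 2 mM ATP are added to 20 nM enzyme pretreated 15 min at room temperature with compound.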
# HEK293 tox: cytotoxicity counter-screen for GLP-1 receptor inverse agonists | Potency, µM (doses to about 38.3 µM), without a hit: top-dose activity change, negative = inhibition, actives largely listed as inhibitors | HEK293 cAMP-luciferase reporter cells, luminescence, 24 h | hit rate 0.13% among 410,000;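 further: loss of luciferase light is scored as toxicity; potency means the concentration at half of the fitted maximal effect; on the % scale 0 is the no-effect control and ±100 the full control effect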
#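 A 23 nL compound transfer followed 12 hours of cell culture at 37 deg C; exposure then lasted 24 hr. Luciferase assay detection reagent was dispensed and plates read for luminescence after a 12 min room-temperature wait.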
# PI5P4Ka inh: inhibitors of human PI5P4K alpha; P48426; PI5P4Kalpha enzyme, ADP-Glo luminescence, 60 min; active compounds read low; max response, %; hit rate 1.2% among 330,000; active means max response of -50% or lower; inconclusive means between -30% and -50%; inactive means -30% or higher; further: value at the top dose of about 77 µM; on the % scale 0 is the no-effect control and ±100 the full control effect
#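 Single end-point luminescence (ADP-Glo) quantified ADP from PI5P4Kalpha turnover; ATP 5 microM final, 1 h at RT, 0.1% CHAPS and 0.28 mM EGTA in HEPES pH 7.4.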
# DRD3 agonist: D3 dopamine receptor (human) agonism | P35462 | D3R DiscoveRx beta-arrestin cells, luminescence, 90 min | max activation, % | hit rate 0.58% among 410,000 | AID 652048; in the data active means max activation above about 30%; further: 0% is about no effect; mostly tested at two doses, the higher about 12 µM
#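 Cells at 1500/well, incubated overnight, then treated with pinned compounds (dopamine as control) for 90 min at 37 degrees C. DiscoveRx reagent added for 30 - 60 minutes at room temperature; luminescence read.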
# * hit, by the source's call; ? = inconclusive; . = no result given; & = joins results of further samples; [ ] = remark or other dose. Unless noted, the call rests on the fitted dose curve; in most records, active means well fitted curve in the direction sought with a large enough effect; inconclusive means small, poorly fitted or top-dose-only effect, or another doubt; inactive means no such curve, though single readings can be large; an effect the other way counts as inactive or inconclusive. Random draw from the library, and some 7.8% of all compounds hit somewhere here.
# Order of results – GLP-1R agonist, IL2 activator, DRD3 antagonist, GLP-1R inv ag, PLK1 PBD inh, WRN helicase inh, HEK293 tox, PI5P4Ka inh, DRD3 agonist
O=C(c1cccc(C(F)(F)F)c1)N1CCc2c([nH]c3ccccc23)C1C(F)(F)F (centres undefined)
  19%, -0.3, -5, ?, -5%, -1%, -15%, 15, 1
CCc1ccc(-c2cc(C)no2)cc1S(=O)(=O)N1CCN(c2cccc(C)c2C)CC1
  2%, -2.0, 1, 7.9µM*, 0%, -8%[57.1 µM], -10%, 6, -2
Cc1nnc(SC(C)C(=O)Nc2ccc(Cl)cc2Cl)[nH]c1=O (centres undefined)
  6%, -0.5, -6, -7%, -20%, 2%, 6%, 5, 1
CCCN1CCN(C(=O)c2ccc(Sc3ccc(C)cc3)c(NC(C)=O)c2)CC1
  11%, 4.3, -14, -23%, -2%, -13%, 0%, ., 0
COc1cccc(N=NC2C(=O)N(C(N)=S)N=C2C)c1 (centres undefined)
  6%, 1.6, -19, ?, -23%, -7%, ?, -8, 8
COc1ccccc1Oc1nc2c(c(=O)n(C)c(=O)n2C)n1Cc1cccc(Br)c1
  0%, ., ., ?, ., ., -5%, ., -4
Cc1ccc(NC(=O)CCN2C(=O)C3C4CCC(C4)C3C2=O)cc1[N+](=O)[O-] (centres undefined)
  -3%, 0.1, 7, -20%, -3%, -11%, -9%, 2, 11
Cc1cccc(NC(=S)NC2CC3CCC(C2)N3Cc2ccco2)c1 (centres undefined)
  3%, -2.6, ?, 6%, -3%, -8%, -5%, ., -29
[O-][n+]1nc2ccccc2c2ccccc21
  12%, -1.1, -12, 63%[activator], 1%, -7%, 0%, 7, 1
COC(=O)CN1C(=O)C(O)(CC(=O)c2ccccc2)c2ccccc21 (centres undefined)
  7%, -0.7, -16, 0%, -2%, -2%, 9%, -8, 2
COc1cc(OC)cc(C(=O)N2CCN=C2SCc2cccnc2)c1
  -1%, -3.7, -11, -18%, -5%, 5%, -6%, 2, -12
C=CCO/N=C(/C)c1ccc(Oc2cnccn2)cc1
  8%, -2.4, -6, 5%, -9%, -25%[57.1 µM], -9%, 1, 2
Cc1nc2c(OCCC3CCCCC3)cccn2c1N(C)C(=O)CCC1CCCC1
  0%, -0.8, -67*, ?, -6%, -10%, -3%, -27, -16
Cc1ccc(N2C(=O)Nc3ccc(Br)cc3C2(O)C(=O)NCCN(C)C)cc1C (centres undefined)
  13%, -0.6, 3, 6%, -25%, 1%, 3%, -2, 3
COCCCNC(=S)Nc1ccc(C)cc1[N+](=O)[O-]
  10%, 0.9, -5, 11%, -12%, -6%, -1%, 2, -3
Cc1ccc(Nc2nc(N)nc(CCl)n2)c(C)c1
  15%, -5.0, -30, 4.5µM*, -11%, -5%, -6%, 4, 0
Nc1c(C(=O)O)sc2nc(-c3ccccc3)c3c(c12)CCCC3
  0%, 0.8, -7, 14%, ?, 3%, 1%, -18, 1
Nn1cc(-c2ccccc2)nc1SCC(=O)NCCc1ccccc1
  10%, 1.9, -6, -26%, -11%, -4%, -4%, -7, -8
O=C1CC(c2ccc(S(=O)(=O)NCCOc3ccccc3)cc2)CN1 (centres undefined)
  -5%, -2.3, -11, 0%, -5%, -4%, -17%, ., 0
CCc1nc2ccc(C(=O)NCCNC(C)=O)cn2c1N(CC)CCOC
  -4%, 0.1, -8, 12%, -1%, -9%, 4%, -4, 1
CCOc1cc([C@@H]2C[C@H]3CN(c4ccccc4)C(=O)[C@]34CCCN24)ccc1OC
  8%, -0.1, -3, ?, 0%, -7%, ?, 0, -7
Cc1ccc(/C=C/C(=O)Nc2cc(=O)n(C)c(=O)n2C)o1
  9%, 0.8, 9, 2%, -17%, -12%[57.1 µM], -9%, 0, -3
CCOc1ccc(-c2nnc(NC3=NCCCCC3)o2)cc1
  -4%, 0.2, 6, ?, 0%, -2%, -4%, 0, 3
c1cc2c3c(cccc3c1)NC1(CCCCCC1)N2
  -44%[inhibitor], -0.5, ?, 29%, -16%, -12%, 0%, -29, -3
Cc1nc(SCC(=O)Nc2ccc(F)cc2)c2oc3ccccc3c2n1
  1%, -0.2, 6, 14%, -1%, 8%, -2%, 7, 4
CCCCC(=O)Nc1ccc(Cl)cn1
  -2%, 0.1, 14, 9%, -2%, 0%, 0%, ., -3
C/C=C/C=C/C(=O)N1CC[C@]23c4ccccc4N[C@H]4N(C)c5cccc6c5[C@]42CCN([C@H]6C2OC2(C)C)[C@H]13 (some centres undefined)
  3%, -1.6, 21, ?, 2%, -6%, -17%, -7, 1
O=C(Cn1ncc2c([nH]c3ccccc32)c1=O)NCC1CCN(Cc2ccc(F)cc2)CC1
  4%, -3.3, 9, -3%&2%, 3%, 6%, 3%&-6%, 8, -1&2
C/C=C\C=C/C(=O)Nc1cccc(C2=NOC3(C2)C[C@H](C(N)=O)N(C(=O)CC)C3)c1 (some centres undefined)
  -1%, -1.2, -5, 12%, -19%, -19%, 4%, -4, 31*
CN1CCN(C(=O)C[C@H]2CC[C@H]3[C@@H](COC[C@@H](O)CN3C(=O)C3CCCC3)O2)CC1
  ., -0.4, -3, 9%, -7%, -7%, 2%, 0, 2

# Shown tab-delimited: 10 of the compounds above
Molecule	GLP-1R agonist	IL2 activator	DRD3 antagonist	GLP-1R inv ag	PLK1 PBD inh	WRN helicase inh	HEK293 tox	PI5P4Ka inh	DRD3 agonist
CCOc1cc([C@@H]2C[C@H]3CN(c4ccccc4)C(=O)[C@]34CCCN24)ccc1OC	8%	-0.1	-3	?	0%	-7%	?	0	-7
Cc1ccc(/C=C/C(=O)Nc2cc(=O)n(C)c(=O)n2C)o1	9%	0.8	9	2%	-17%	-12%[57.1 µM]	-9%	0	-3
CCOc1ccc(-c2nnc(NC3=NCCCCC3)o2)cc1	-4%	0.2	6	?	0%	-2%	-4%	0	3
c1cc2c3c(cccc3c1)NC1(CCCCCC1)N2	-44%[inhibitor]	-0.5	?	29%	-16%	-12%	0%	-29	-3
Cc1nc(SCC(=O)Nc2ccc(F)cc2)c2oc3ccccc3c2n1	1%	-0.2	6	14%	-1%	8%	-2%	7	4
CCCCC(=O)Nc1ccc(Cl)cn1	-2%	0.1	14	9%	-2%	0%	0%	.	-3
C/C=C/C=C/C(=O)N1CC[C@]23c4ccccc4N[C@H]4N(C)c5cccc6c5[C@]42CCN([C@H]6C2OC2(C)C)[C@H]13 (some centres undefined)	3%	-1.6	21	?	2%	-6%	-17%	-7	1
O=C(Cn1ncc2c([nH]c3ccccc32)c1=O)NCC1CCN(Cc2ccc(F)cc2)CC1	4%	-3.3	9	-3%&2%	3%	6%	3%&-6%	8	-1&2
C/C=C\C=C/C(=O)Nc1cccc(C2=NOC3(C2)C[C@H](C(N)=O)N(C(=O)CC)C3)c1 (some centres undefined)	-1%	-1.2	-5	12%	-19%	-19%	4%	-4	31*
CN1CCN(C(=O)C[C@H]2CC[C@H]3[C@@H](COC[C@@H](O)CN3C(=O)C3CCCC3)O2)CC1	.	-0.4	-3	9%	-7%	-7%	2%	0	2

# (further entries)
# Order of results – GLP-1R agonist, IL2 activator, DRD3 antagonist, GLP-1R inv ag, PLK1 PBD inh, WRN helicase inh, HEK293 tox, PI5P4Ka inh, DRD3 agonist
COc1cccc(CNC(=O)CSc2nc3ccccc3nc2Cc2ccccc2)c1
  -4%, ., ., 4%, ., ., -2%, ., -2
COCCNC(=O)CSc1nc2cc(OC)c(OC)cc2c(=O)n1CCC1=CCCCC1
  -6%, -1.7, -13, -3%, -6%, 6%, 6%, ., -3
CCOc1ccc(-c2nc(Cn3ccn4nc(-c5ccc(OCC)c(Cl)c5)cc4c3=O)c(C)o2)cc1
  -1%, ., ., 5%, ., ., 4%, ., 1
CN1CCN(CCCOc2ccc(-c3ccccc3)cc2)CC1
  -4%, -0.1, -15, ?, 21µM*, -13%, ?, 2, -9
CCOc1ccc(Cc2n[nH]c(=S)n2Cc2ccccc2)cc1
  1%, -1.6, 0, ?, -14%, 3%, 7%, 0, -5
CC(=O)Nc1ncc2c(n1)CC(c1ccco1)CC2=O (centres undefined)
  -1%, -1.5, 14, 11%, -3%, -6%, -7%, 1, 1
CCOc1ccccc1CNCC1CCCO1 (centres undefined)
  -1%, 0.7, 8, 9%, 7%, -1%, -4%, 1, -3
COCCNC(=O)C1CCCN(C(=O)COc2ccc(Cl)cc2Cl)CC1 (centres undefined)
  -2%, -0.4, 3, 14%, 1%, -1%, 1%, 9, -7
O=C(CCCc1c[nH]c2ccccc12)NCc1cccs1
  0%, 0.5, 10, 2%, 5%, -8%, 10%, 3, -4
Cc1ccc2nc(SCC(=O)c3c[nH]c4ccccc34)[nH]c2c1
  21%, -1.8, -2, ?, -7%, -25%, -15%, -21, -8
COc1ccccc1-c1nnc(SCC(=O)Nc2ccc(S(N)(=O)=O)cc2)n1C
  -10%, 0.3, -11, -6%, -9%, -1%, 2%, ., -5
Cc1nnc(SCCC#N)n(CCC#N)c1=O
  -13%, 0.4, -3, 26%, -6%, 0%, 4%, -5, -1
Cc1ccc(C(=O)Nc2cccc(-c3nc4ncccc4o3)c2)cc1
  -2%, -0.4, -15, -13%, -2%, ?, -9%, -2, -13
CC(C)c1ccccc1OCCNC(=S)NC(=O)c1cccnc1
  19%, -0.4, 3, ?, -1%, -8%, ?, 2, 4
COc1ccc(CNCC2COc3ccccc3O2)cc1 (centres undefined)
  0%, -3.7, -100*, -21%, -1%, 4%, 10%, 4, 4
Cc1ccc(NC(=O)c2ccc(C)c(S(=O)(=O)N3CCOCC3)c2)nc1
  -7%, -0.3, 2, 3%, 3%, -13%, -14%, -6, 4
O=C(Nc1cccnc1)c1ccccc1Cl
  -9%, 0.7, 19, 26%, -3%, -12%, 10%, 7, 7
COc1ccc(CNC(=O)CCn2c(=O)oc3ccccc32)cc1
  -5%, -3.0, ?, -16%, -4%, 12%, -9%, 4, -7
COc1cc(/C=C2\SC(=S)N(CCC(=O)Nc3ccc(O)cc3)C2=O)cc(OC)c1OC
  16%, -0.7, 4, -23%, 30µM*, -2%, ?, -8, 2
CC1(C)Cc2c(sc3c2C2=NCCN2C=N3)CO1
  -10%, -2.4, -1, 0%, -9%, 3%[57.1 µM], -2%, -14, 3

# Compound activity as filed in PubChem.
